Bioassay records (PubChem)
TRHR ag: activates the human TRH receptor; P34981; TRHR cells, calcium flux fluo-8, FDSS agonist mode; activation, % at 2 µM; 0.18% of 360,000 active; in the data active = activation above about 30%; also: 0% is about no effect
Target sequence (P34981 whole entry, looked up): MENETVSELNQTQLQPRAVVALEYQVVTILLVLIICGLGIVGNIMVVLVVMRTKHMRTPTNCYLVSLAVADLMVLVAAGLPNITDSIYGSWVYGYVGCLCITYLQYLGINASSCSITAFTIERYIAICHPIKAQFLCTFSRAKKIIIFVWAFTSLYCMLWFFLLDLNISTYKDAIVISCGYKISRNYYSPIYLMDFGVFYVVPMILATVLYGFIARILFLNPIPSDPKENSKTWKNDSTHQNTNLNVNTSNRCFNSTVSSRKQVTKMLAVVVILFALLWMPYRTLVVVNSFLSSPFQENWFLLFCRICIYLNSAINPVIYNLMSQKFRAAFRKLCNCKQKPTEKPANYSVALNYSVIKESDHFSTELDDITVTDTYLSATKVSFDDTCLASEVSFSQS
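Agonist-mode FDSS calcium read (Ex 480/Em 530, 1 s cycles) in 1536-well TRHR cells with fluo-8 dye, after 10-cycle baseline and 23 nL compound addition; TRH at EC20 (10 nM final) added afterwards for the enhancer phase.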
Anesthetic bind: candidate novel general anesthetic via apoferritin binding; apoferritin/1-aminoanthracene competitive binding, fluorescence; 0.074% of 350,000 active; P02791; Potency, µM (top dose mostly 77.5 µM), without a hit: top-dose activity change, negative = displacement, hits mostly inhibitors; AID 485281; also: potency is read from the fitted curve at half-maximal effect; % is scaled to controls: 0 for no effect and ±100 for the full control effect; nearly all actives have a fitted effect of over 20% in size
Target sequence (P02791 2-175 limits assumed): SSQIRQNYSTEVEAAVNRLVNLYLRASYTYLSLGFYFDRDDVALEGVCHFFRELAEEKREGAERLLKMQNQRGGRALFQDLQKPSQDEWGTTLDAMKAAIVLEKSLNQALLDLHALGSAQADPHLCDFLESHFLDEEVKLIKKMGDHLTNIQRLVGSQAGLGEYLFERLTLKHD
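Concentration-response curves derived by four-parameter Hill fitting of normalized fluorescence, where compounds displaced 1-AMA from 10 uM horse apoferritin following a brief 10 min room-temperature incubation; propofol titration acted as positive control.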
TRHR PAM: TRH receptor (human) allosteric enhancement; TRHR cells, fluo-8 calcium fluorescence, EC20 TRH enhancement; enhancement, % at 2 µM; 0.66% of 360,000 active; P34981; in the data active = enhancement above about 30%; also: 0% is about no effect
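TRHR-expressing cells loaded with fluo-8 calcium dye were read kinetically (ex 480/em 530) during compound addition, then stimulated with an EC20 of TRH (10 nM final). Enhancement of the Gq-mediated intracellular calcium response was scored.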
D1 potentiator: enhances dopamine response at the human D1 receptor. P21728. HEK293 TREx D1 cells, calcium flux, dopamine EC20 potentiation. potentiation, % at 10 µM. 0.036% of 360,000 active; in the data active = potentiation above about 30%; also: 0% is about no effect
D1 ag: human D1 receptor agonism. 1% of 360,000 active. P21728. activation, % at 2 µM. HEK293 T-REx D1 cells, calcium flux, agonist mode; in the data active = activation above about 30%; also: 0% is about no effect
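Agonism was scored from calcium flux recorded over 180 s (1 read/s) after pintool compound addition, following a 10-cycle baseline. Cells were inducible force-coupled HEK293 TREx D1, plated overnight at 30 C and loaded with no-wash calcium dye.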
RXFP1 agonist: RXFP1 (human) receptor agonism; Q9HBX9; 0.3% of 370,000 active; HEK293T-RXFP1 cAMP TR-FRET, 30 min; response scale: percent of porcine relaxin response, buffer zero; Potency, µM (top dose mostly 57.5 µM), without a hit: top-dose activation, actives largely listed as activators; also: potency is read from the fitted curve at half-maximal effect; % is scaled to controls: 0 for no effect and ±100 for the full control effect; nearly all actives have a fitted effect of over 60% in size; many of its hits are not listed in these tables
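HEK293T cells stably expressing RXFP1 were pretreated with the PDE4 inhibitor Ro 20174, exposed to compounds for 30 min at 37C, lysed, and cAMP was read by TR-FRET. Data normalized to buffer (basal) and 29 nM porcine relaxin (100%).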
D1 antag: antagonists of human D1 dopamine receptor. HEK293 TREx D1 cells, calcium flux, dopamine EC80; hits give low values. activity change, negative = inhibition, % at 10 µM. 3.2% of 360,000 active. AID 504652; in the data active = activity change below about -30%; also: % is scaled to controls: 0 for no effect and ±100 for the full control effect
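Calcium flux readout: force-coupled, inducible Hek293 Trex D1 line, cells induced overnight at 30 C with tetracycline, dye-loaded 30–90 min at RT. Antagonism scored against EC80 dopamine challenge given 180 s after compound.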
RXFP1 antag: blocks the human relaxin receptor RXFP1; Q9HBX9; HEK293-RXFP1, relaxin-stimulated cAMP HTRF, 30 min; hits give low values; activity change, negative = inhibition, % at 57.5 µM; 0.59% of 350,000 active;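 active = activity change of -60% or lower, but not beyond a set lower limit; inconclusive = change between -60% and -40%, or beyond the set limit; inactive = change above -40%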; also: % is scaled to controls: 0 for no effect and ±100 for the full control effect
D2 potentiator: positive allosteric modulators of human D2 dopamine receptor; P14416; 0.34% of 340,000 active; HEK293 T-REx D2, calcium flux, EC20 dopamine potentiation; potentiation, % at 10 µM;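 active = potentiation over 3 SD above the plate norm, cut at about 30% in these data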; also: 0% is about no effect
Target sequence (P14416 whole entry, looked up): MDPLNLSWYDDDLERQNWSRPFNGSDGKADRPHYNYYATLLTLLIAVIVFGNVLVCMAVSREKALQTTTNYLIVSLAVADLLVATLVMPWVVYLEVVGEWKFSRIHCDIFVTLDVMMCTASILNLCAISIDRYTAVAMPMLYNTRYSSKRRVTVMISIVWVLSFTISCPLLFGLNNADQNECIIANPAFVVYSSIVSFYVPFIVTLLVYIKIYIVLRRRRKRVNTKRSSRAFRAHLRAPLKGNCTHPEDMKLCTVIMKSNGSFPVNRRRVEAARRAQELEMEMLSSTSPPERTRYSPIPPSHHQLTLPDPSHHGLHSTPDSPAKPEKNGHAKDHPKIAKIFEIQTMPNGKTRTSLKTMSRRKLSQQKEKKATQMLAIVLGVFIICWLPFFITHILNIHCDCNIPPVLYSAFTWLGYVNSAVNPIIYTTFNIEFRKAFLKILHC
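Tetracycline-induced Hek293 Trex D2 cells, force-coupled to calcium, loaded with no-wash calcium dye. Compound added with 180 s kinetic read for agonism, then EC20 dopamine and a further 180 s read for potentiation.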
Active calls of the source: *; ? = inconclusive; . = no result given; & = joins results of further samples; [ ] = another dose, or the depositor's remark. Unless noted, calls follow the shape of the dose curve; as a rule, active = well fitted curve in the direction sought with a large enough effect; inconclusive = small, poorly fitted or top-dose-only effect, or another doubt; inactive = no such curve, though single readings can be large; an effect the other way counts as inactive or inconclusive. These rows are one share of the data; rates above refer to the full screens.

structure	TRHR ag	Anesthetic bind	TRHR PAM	D1 potentiator	D1 ag	RXFP1 agonist	D1 antag	RXFP1 antag	D2 potentiator
COC(=O)c1cc2c(-c3ccccc3)cc3ccccn3c-2c1C(=O)OC	1.0	?	-13	0	1	11%	2	8	.
Cc1ccc(NC(=O)CCS(=O)(=O)c2cccc3nonc23)cc1	0.3	-11%	7	-5	0	0.2%	-4	-14	-3
COc1ccc(C(=O)NNC(=S)NC(=O)c2cccs2)cc1	2.5	-15%	17	-1	13	1.1%	-8	-15	-9
CN1CCN(C(=O)C2CCN(S(=O)(=O)c3cnc[nH]3)CC2)CC1	0.3	1%	4	-2	1	0.1%	-9	0	-4
O=c1[nH]c(/C=C\c2cccc(F)c2)nc(O)c1[N+](=O)[O-]	0.5	-8%	2	15	1	2.7%	4	-1	0
C(=C\c1nc(-c2cccnc2)no1)/c1ccccc1	0.0	-12%	-4	0	1	17%	-11	-15	9
COC(=O)C1C(c2ccc(Br)cc2)Nc2nnc(C(F)(F)F)n2C1(C)O (stereo not given)	1.2	0%	-1	1	2	0.1%	12	-35	12
CCCN(Cc1nnc(-c2ccccc2Cl)o1)C(=O)c1cc2ccccc2o1	-0.6	.	-14	-4	12	2.8%	-31*	19	-5
COCCn1c(SCC(=O)Nc2cc(C)on2)nnc1-c1c[nH]c2ccccc12	0.0	-11%	7	.	12	0.8%	43	7	-2
COCc1cccc(C2=CC(=O)C[C@H](c3ccc(F)cc3)C2)c1	-0.1	.	5	0	1	1.8%	.	.	.
CC1CCN(C(=O)CSc2nnc(-c3ccccc3F)o2)CC1	0.0	-6%	0	-4	1	-0.1%	12	9	-5
Cc1ccc(C(=O)NCCSC(C)(C)C)cc1	-0.6	?	3	-4	-1	0.1%	-15	-9	-4

More structures:
structure	TRHR ag	Anesthetic bind	TRHR PAM	D1 potentiator	D1 ag	RXFP1 agonist	D1 antag	RXFP1 antag	D2 potentiator
Cc1c(OC(C)C(=O)N[C@H](C(=O)O)c2ccccc2)ccc2c3c(c(=O)oc12)CCCC3 (stereo not given in full)	-0.7	-4%	5	-5	3	-0.2%	5	.	0
CC(=O)NC1CC2CCCC(C1)N2S(=O)(=O)c1ccccc1 (stereo not given)	-0.7	-8%	-2	-5	6	0.2%	-30	-1	14
CCC(CC)C1=NN2C(=N)/C(=C\c3cc(C)n(-c4cccc(C)c4)c3C)C(=O)N=C2S1	-2.6	-4%	14	-4	15	-0.4%	-24	.	1
O=C(CS(=O)(=O)c1cn(CC(=O)N2CCOCC2)c2ccccc12)NCc1ccc(F)cc1	0.4	-4%	3	-1	-1	3.1%	1	-5	-13
CC(=O)c1ccc(-n2nncc2C)cc1	0.0	-8%	-4	0	3	-0.7%	4	3	.
Cc1ccc(C(=O)NC(=S)N2CCN(C)CC2)cc1Br	-0.4	-5%	5	-3	8	1.9%	33	10	3
COC(=O)[C@H]1C[C@@H]1[C@H](NC(=O)c1ccccc1)c1ccccc1	-1.5	11%&-14%	19	-1	-4	-0.3%	2	.	14
O=C(CSc1nnc(-c2ccco2)o1)c1ccccc1	0.0	?	1	-3	6	-0.2%	-1	0	7
COc1ccc(C(=O)c2cnc(C(C)C)n2C)cc1	0.6	?	18	-4	2	-1.6%	-24	-9	-9
O=C(CCn1[nH]c(=O)c2ccccc2c1=O)NCCO	0.1	-3%	1	-3	0	4.0%	-15	-9	9
O=C(Nc1ccccc1)C(Cl)C(=O)c1ccccc1 (stereo not given)	0.2	-18%	15	-4	1	-4.7%	4	-33	-2
COc1ccc(OC)c(/C=C2\Oc3cc(OCC(=O)N4CCC(C(=O)O)CC4)ccc3C2=O)c1	16	-12%	-3	-2	14	?	-8	-3	-3

(more compounds)
structure	TRHR ag	Anesthetic bind	TRHR PAM	D1 potentiator	D1 ag	RXFP1 agonist	D1 antag	RXFP1 antag	D2 potentiator
COc1ccc(CCNC(=O)C2CCCN2C(=O)Nc2ccc(C)cc2)cc1OC (stereo not given)	-0.4	-9%	2	-3	-5	0.8%	20	3	12
O=C(NC(Cc1ccccc1)C(=O)O)/C(=C\c1ccco1)NC(=O)c1ccccc1 (stereo not given)	0.0	-9%	-1	-9	2	3.0%	6	10	18
CCn1cc(C(=O)NC2CCCCCC2)c(=O)c2ccc(C)nc21	-0.6	-3%	2	-9	1	-1.1%	1	1	-2
CCOc1ccccc1NC(=O)C1CCCN(S(=O)(=O)c2cccc3nsnc23)C1 (stereo not given)	-0.1	-12%	9	0	14	-1.2%	-5	10	3
O=C(Cn1c(=O)c2cccn2c2ccc(F)cc21)N1CCN(c2ccccc2F)CC1	-0.2	?	-7	-1	1	0.6%	3	-11	.
O=C(CCNS(=O)(=O)c1ccccc1F)N1CCN(Cc2ccccc2)CC1	-0.1	.	-1	2	3	1.3%	-25	-4	5
O=C(CN1CCN(C(=O)c2ccco2)CC1)Nc1ccccc1	1.3	8%	4	-8	1	0.4%	17	-5	.
COc1ccc(NC(=O)CN2C(=O)NC(C)(C3CC3)C2=O)cc1S(=O)(=O)N1CCOCC1 (stereo not given)	0.3	.	3	-6	2	0.3%	-7	-2	3
C=CCn1c(CSc2nc3ccccc3s2)nnc1SCC(=O)OCC	-0.6	6%	-5	-6	0	-0.6%	3	23	4
CC1CCCCN1CC(=O)Nc1sc2c(c1C#N)CCC2 (stereo not given)	0.0	-10%	-5	2	-2	-0.3%	-18	-6	-7
COC(=O)c1sccc1NC(=O)C1CC(C)=C(C)CC1C(=O)O (stereo not given)	-0.8	-1%	-1	1	2	?	5	44	3
CNS(=O)(=O)c1cc(C(=O)O)ccc1OC	0.2	0%	25	4	2	2.4%	23	3	3

Next part.
structure	TRHR ag	Anesthetic bind	TRHR PAM	D1 potentiator	D1 ag	RXFP1 agonist	D1 antag	RXFP1 antag	D2 potentiator
Cc1nc(SCC(=O)Nc2ccc(N3CCOCC3)cc2)nc(C)c1C	0.2	-16%	0	-2	2	1.1%	16	-6	-2
COc1ccccc1-n1ccnc(SCC(=O)NCc2ccccc2)c1=O	-0.4	.	5	-4	4	0.5%	-9	-13	1
CCOc1ccc(NC2=NCC(=O)N2CCc2ccccc2)cc1	-1.9	?	0	9	102*	-0.7%	-65*	1	1
O=C1N/C(=C/c2cccn2-c2ccc(F)cc2)C(=O)N1Cc1ccccc1F	-0.9	81%[activator]	3	-10	-1	0.8%	-7	-1	4
CCOC(=O)c1sc(NC(=O)C2C3C=CC(C3)C2C(=O)O)nc1C (stereo not given)	0.7	-8%	-6	0	2	1.0%	3	-12	3
O=C(CCc1ccccc1)Nc1cc2c(cc1Cl)OCCO2	-0.2	-8%	5	-7	0	0.1%	-30*	.	3
O=C(NCCCn1ccnc1)/C(=C/c1ccccc1)NC(=O)c1ccccc1	0.0	-3%	-1	2	5	0.2%	-1	-7	0
CS(=O)(=O)N1CCCC(C(=O)NCc2ccc(F)cc2Cl)C1 (stereo not given)	0.2	-8%	4	4	2	1.8%	5	8	4
Cc1ccc(S(=O)(=O)Nc2ncnc3sc(C)c(C)c23)cc1	0.0	.	-1	5	6	2.1%	-9	5	1
CCOc1ccc(NC(=S)NNC(=O)CC(C)O)cc1 (stereo not given)	1.1	-3%	0	-4	4	0.0%	8	1	-3
Cc1cc(C)cc(N(C(=O)c2nsc(Cl)c2Cl)C(C(=O)NC2CCCC2)c2ccc(O)cc2)c1 (stereo not given)	0.4	-7%	0	-5	1	-1.2%	5	-1	0
O=C(CSCc1c(F)cccc1Cl)NNC(=S)NC1CCCCC1	-0.3	-20%	1	-2	7	0.0%	-4	?	-6

Of the compounds above, these have a thiophene ring, fused or not:
structure	TRHR ag	Anesthetic bind	TRHR PAM	D1 potentiator	D1 ag	RXFP1 agonist	D1 antag	RXFP1 antag	D2 potentiator
COc1ccc(C(=O)NNC(=S)NC(=O)c2cccs2)cc1	2.5	-15%	17	-1	13	1.1%	-8	-15	-9
CC1CCCCN1CC(=O)Nc1sc2c(c1C#N)CCC2 (stereo not given)	0.0	-10%	-5	2	-2	-0.3%	-18	-6	-7
COC(=O)c1sccc1NC(=O)C1CC(C)=C(C)CC1C(=O)O (stereo not given)	-0.8	-1%	-1	1	2	?	5	44	3
Cc1ccc(S(=O)(=O)Nc2ncnc3sc(C)c(C)c23)cc1	0.0	.	-1	5	6	2.1%	-9	5	1

(further entries)
structure	TRHR ag	Anesthetic bind	TRHR PAM	D1 potentiator	D1 ag	RXFP1 agonist	D1 antag	RXFP1 antag	D2 potentiator
O=C(NC(O)C(=O)c1ccccc1)c1ccccn1 (stereo not given)	-1.6	-1%	6	0	5	0.3%	-8	15	5
Cc1ccc(NC(=O)CCCc2nc(-c3ccco3)no2)cc1Cl	-0.1	-21%	-2	0	-3	0.3%	-17	-4	-12
COc1cccc(OCC(O)CN2CCc3ccccc3C2)c1 (stereo not given)	-0.2	-13%	-6	11	3	-0.4%	-7	28	-30
Cc1cccc(-c2nc3cc(NC(=O)Cc4ccc(Cl)cc4)ccc3o2)c1	-0.6	-6%	-7	0	1	?	8	.	9
Clc1ccc(Cn2nnc(-c3ccc(CN4CCOCC4)cc3)n2)cc1	-0.6	-8%	-5	-4	9	0.5%	4	0	-9
COc1ccc(-n2nnnc2SCC(=O)Nc2nnn(C)n2)cc1	0.5	-8%	-10	-4	3	-0.7%	-10	11	-4
CCCOC(=O)C(C)n1c(-c2ccccc2)nc2ccccc2c1=O (stereo not given)	0.5	-19%	13	1	5	1.2%	-5	-1	4
NC(=O)C1CCCN(C(=S)Nc2cccc3ccccc23)C1 (stereo not given)	0.4	-13%	4	-7	0	-1.1%	-17	-4	19
Cc1ccccc1-n1c(=O)c2ccccc2n(Cc2ccc(F)cc2)c1=O	-0.5	-9%	-5	1	-1	9.9%	9	.	-4
O=C(Nc1ccnn1C1CCN(CCCc2ccccc2)CC1)c1cccc(F)c1	2.1	-14%	20	-5	8	2.3%	-23	-9	-2
COc1cc(CC(=O)Nc2ccc(Cl)c(C(F)(F)F)c2)cc(OC)c1OC	1.9	2%	1	-3	12	-0.9%	-35*	13	1
N/C(=N\OC(=O)Nc1cccc(C(F)(F)F)c1)c1ccno1	-0.4	12%	-1	1	3	1.6%	-11	-1	-6

The results go on:
structure	TRHR ag	Anesthetic bind	TRHR PAM	D1 potentiator	D1 ag	RXFP1 agonist	D1 antag	RXFP1 antag	D2 potentiator
COC(=O)CCC(=O)Nc1cccc(Br)c1	0.0	?	7	-10	2	-0.8%	5	-3	0
COc1ccc(NC(=O)Cn2nnc(-c3ccccc3N)n2)cc1OC	0.1	1%	4	-2	5	0.3%	-5	0	2
CCOC(=O)COC(=O)c1ccc(Oc2cc(C)nc(SC)n2)cc1	0.2	5%	-6	-9	11	1.0%	-1	-20	0
C=CCN(C(=O)c1csnn1)C(C(=O)NCc1ccc(F)cc1)c1ccccc1 (stereo not given)	1.8	-5%	13	-9	2	0.5%	-10	-1	19
